Yfh1-depleted yeast: enhancers of respiration in Yfh1-depleted yeast, dose response, Friedreich's ataxia, plus single-dose screen (AID 1465); S. cerevisiae Yfh1-off respiration, WST-1 reduction, 72 h; higher fold induction means a stronger effect; fold induction at 50 µM, or EC50 in µM where a hit was titrated; 220,000 tested, 0.074% active;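 active = fold induction of absorbance versus untreated yeast above a set limit, then at least 30% activation at any dose in follow-up; inconclusive = repeats straddling the limit, or above it without dose testing; inactive = fold induction below the set limit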;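 note: activators that raise dye reduction in frataxin-depleted yeast; strong numbers were not always called active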
GPR55 antagonists: inhibition of LPI-stimulated GPR55 beta-arrestin translocation – imaging, U2OS, beta-arrestin-GFP, LPI agonist, primary screen (AID 2013); U2OS GPR55 beta-arrestin-GFP translocation imaging, LPI antagonism; higher % means a stronger effect; inhibition, % at 10 µM; hits with a dose series show IC50 in µM; 290,000 tested, 0.13% active;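 active = spots per cell inhibited over 60%, with over 100 cells counted and total cytoplasm intensity under 500,000; inconclusive = wells with under 100 cells, flagged as likely toxic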;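 note: U2OS cells stably carrying GPR55 and arrestin-GFP stimulated by 5 µM LPI near EC80; imaged beta-arrestin-GFP aggregate spots per cell after agonist stimulation; plate controls were LPI-stimulated DMSO wells for no effect and DMSO wells without LPI for full effect; some results filed as inactive read as strong as hits; confirmed hits need IC50 under 10 µM and bright autofluorescent wells are also inconclusive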
GPR35 arrestin U2OS: inhibition of zaprinast-stimulated GPR35 beta-arrestin translocation – imaging, U2OS, beta-arrestin-GFP, zaprinast agonist, primary screen (AID 2058). U2OS GPR35 beta-arrestin-GFP translocation imaging, zaprinast antagonism; higher % means a stronger effect. one-dose inhibition, % at 10 µM; IC50 in µM for titrated hits. 290,000 tested, 0.052% active;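 active = inhibition of at least 50% with at least 30 cells and total cytoplasm GFP at most 10,000,000; inconclusive = under 30 cells or total GFP of 10,000,000 plus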
SV40 large T antigen: TAg ATPase/helicase activity blockers – biochemical (AID 1903); SV40 large T antigen ATPase/helicase inhibition assay; higher % means a stronger effect; inhibition, % at 20 µM, or IC50 in µM where a hit was titrated; 310,000 tested, 0.39% active; in the data active = a potency from the dose series; inconclusive = inhibition mostly from about 32% at the one dose, without a potency; inactive = the rest, 99 in 100 with inhibition below about 32%; note: strong numbers were not always called active
NTR1 ag: NTR1-driven beta-arrestin-GFP spot formation – imaging, U2OS cells, high content, primary screen (AID 493036); P30989; agonist mode; activation, % at 20 µM; 330,000 tested, 0.17% active;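 active = activation at or above 40% of the spot to cytoplasm intensity ratio, with at least 20 cells analyzed; inconclusive = wells under 20 cells, flagged as cytotoxic or low count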;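 note: 0% = DMSO without peptide and 100% = 100 nM NTR1 peptide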
Target sequence (P30989 whole entry, looked up): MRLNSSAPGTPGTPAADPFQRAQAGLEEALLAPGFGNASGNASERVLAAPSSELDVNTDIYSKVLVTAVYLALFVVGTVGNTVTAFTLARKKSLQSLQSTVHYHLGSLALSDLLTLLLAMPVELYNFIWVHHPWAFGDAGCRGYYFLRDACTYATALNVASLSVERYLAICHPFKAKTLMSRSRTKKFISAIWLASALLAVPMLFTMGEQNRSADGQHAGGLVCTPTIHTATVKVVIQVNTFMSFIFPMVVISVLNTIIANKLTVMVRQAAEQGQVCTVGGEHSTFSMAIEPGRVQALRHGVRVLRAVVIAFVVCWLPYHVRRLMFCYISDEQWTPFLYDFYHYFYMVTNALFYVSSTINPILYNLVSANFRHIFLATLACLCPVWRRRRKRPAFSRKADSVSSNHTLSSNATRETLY
Dengue-2 NS5 capping: flavivirus cap methylation enzyme inhibition – biochemical, confirmation dose response, primary screen (AID 588689); inhibition, % at 25 µM, or IC50 in µM where a hit was titrated; 340,000 tested, 0.3% active; Dengue-2 NS5 methyltransferase capping enzyme assay, biochemical; higher % means a stronger effect; in the data active = a potency from the dose series; inconclusive = inhibition above about 29% without an active follow-up result
AID2073: disruptors of CaV2.2 binding to Mint1 – biochemical, HTRF (AID 2073); inhibition, % at 20 µM, or IC50 in µM where a hit was titrated; 290,000 tested, 0.19% active; HTRF protein-protein interaction, Mint1-CaV2.2; higher % means a stronger effect; in the data active = inhibition mostly above about 51%, no sharp cut-off; inconclusive = no clear call, values can overlap the other calls; inactive = mostly below about 53%; note: some results filed as inactive read as strong as hits
MgcRacGAP inhibition: MgcRacGAP GTPase-activating activity inhibitors, confirmation, biochemical, ADP Hunter fluorescence. MgcRacGAP-stimulated Rac1 GTP hydrolysis, ADP Hunter fluorescence; higher % means a stronger effect; GST-tagged Rac1 F28L mutant substrate. one-dose inhibition, % at 30 µM; IC50 in µM for titrated hits. 340,000 tested, 0.6% active. AID 624330;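 active = first-screen hits whose inhibition reached a set limit at any dose in the follow-up dose series; inconclusive = inhibition above the set first-screen limit but never retested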;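 note: fluorescence reports GDP produced by GAP-driven GTP hydrolysis; strong numbers were not always called active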
GPR55 activation: GPR55 agonists via beta-arrestin recruitment, primary screen, imaging, U2OS cells, beta-arrestin-GFP redistribution (AID 1961); U2OS GPR55 beta-arrestin-GFP redistribution imaging; higher % means a stronger effect; activation, % at 10 µM; hits with a dose series show EC50 in µM; 290,000 tested, 0.048% active;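 active = activation above 40% with more than 50 cells counted in the well; inconclusive = wells holding fewer than 50 cells, flagged as toxic or sparse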;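 note: U2OS osteosarcoma cells stably expressing GPR55 and beta-arrestin-GFP; plate controls were DMSO negative control for no effect and LPI positive control for full effect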
NTR1 ag cell count 20 µM: also measured in NTR1 ag; calls as there; cell count; measured here: cell count, cytotoxicity flag
Dengue-2 NS5 capping pilot replicate: further read-out of Dengue-2 NS5 capping, marked with its call; inhibition, %; measured here: pilot screen replicate inhibition
The depositor's hits bear a star; i = inactive; u = inconclusive; x = not tested or not shown.

SMILES | Yfh1-depleted yeast | GPR55 antagonists | GPR35 arrestin U2OS | SV40 large T antigen | NTR1 ag | NTR1 ag cell count 20 µM | Dengue-2 NS5 capping | AID2073 | MgcRacGAP inhibition | GPR55 activation | others
Cn1cccc1C(=O)NC(=O)COC(=O)c1cc([N+](=O)[O-])ccc1Cl | i | 8% | -6% | 8% | 3.3 | 54 | -2% | 8% | 6% | -0.4%
COc1ccc(-c2csc(NC(=S)NC(=O)/C=C/c3ccc(C(C)C)cc3)n2)cc1OC | x | 10% | -6% | 20% | 2.4 | 75 | 8% | 20% | 9% | -0.1%
COc1ccc(NC(=O)CNS(=O)(=O)c2ccccc2)cc1Cl | i | 1% | 14% | 5% | -0.8 | 47 | 0% | 24% | 4% | 0.0%
O=C(Nc1ccc2c(c1)OCO2)C(c1ccc(Cl)cc1)N1CCC2(CC1)OCCO2 (stereo not drawn) | i | -11% | -13% | 10% | -2.3 | 91 | -6% | -4% | 4% | 1.8%
COc1cc(/C=C2/SC(=O)NC2=O)ccc1OCc1ccccc1 | x | -3% | -16% | 8% | 0.2 | 61 | 4% | 0% | 4% | 0.3%
COc1ccc(-n2c(C)cc(C3=NNC(=NC4CC4)SC3)c2C)cc1 | i | -3% | 14% | 26% | x | x | -1% | 24% | 8% | 1.3%
Cc1ccc(CSc2ncnc3ccccc23)cc1 | i | -13% | -7% | -4% | 3.1 | 40 | -7% | 5% | 8% | 0.1%
Cc1ccc(C(=O)NC(=S)Nc2ccc3[nH]c(=O)[nH]c3c2)cc1C | i | 1% | 9% | 2% | 0.9 | 51 | 6% | -18% | 12% | -0.2%
Cn1c2[n+](c3ccc(Cl)cc3c1=O)Cc1ccccc1-2 | i | -5% | 0% | 24% | 1.9 | 46 | -6% | -2% | 6% | 0.0%
O=C1S/C(=C\c2ccc(N3CCOCC3)o2)C(=O)N1c1ccccc1 | i | 13% | 23% | 20% | -2.8 | 24 | -91% | 83% | 27% | -0.3%
O=C(Nc1ccc(F)cc1F)N1CCCCCC1 | x | 14% | 0% | 21% | 1.1 | 62 | 2% | -1% | 6% | -0.1%
CCC(C(=O)NCc1ccco1)N(C(=O)CNS(=O)(=O)c1ccc(C)cc1)c1ccccc1OC (stereo not drawn) | i | 3% | 11% | -17% | x | x | -1% | -3% | 6% | -0.3%
CCOc1ccc(C(=O)CCN2CCOCC2)cc1 | x | 6% | 8% | 17% | -0.6 | 66 | -5% | 5% | 12% | 0.3% | Dengue-2 NS5 capping pilot replicate=-9.7
COc1cc(C(=O)Nc2ccc(-c3nc4cc(C)ccc4o3)c(O)c2)cc(OC)c1OC | i | 1% | 17% | 9% | 3.1 | 52 | -1% | u | 2% | 0.3%
CCNS(=O)(=O)c1ccc(-c2ccc(-n3cnnn3)cc2)cc1 | i | -14% | 5% | 2% | 1.3 | 20 | -14% | 4% | 3% | -0.4%
COc1ccc(C2=NN(C(=O)c3ccccc3)C(c3cccc([N+](=O)[O-])c3)C2)cc1 (stereo not drawn) | i | 10% | 16% | 11% | 0.8 | 45 | -11% | 21% | 4% | 5.9%
CC(C)Cn1c(-c2ccncc2)n[nH]c1=S | i | -5% | -10% | 24% | -0.4 | 38 | 6% | 26% | 14% | -0.2%
CCOC(=O)c1sc(=S)n(CC)c1NC(=O)c1ccccc1C | i | 1% | -3% | 9% | -0.7 | 51 | x | 4% | x | -0.1%
C/C(NCC(C)(C)CN(C)C)=C(/C#N)C(=O)NCc1ccccc1 | i | 26% | -4% | 8% | -2.0 | 66 | -5% | 0% | 6% | 0.0%
O=C(Cc1ccccc1)Nc1ccc(C(=O)O)cc1 | i | -2% | -4% | 5% | 0.0 | 73 | -4% | 0% | -2% | -0.1%
COCC(=O)Nc1ccc(N(C)C)cc1 | i | 4% | -8% | 34% | -0.2 | 78 | 10% | -17% | 29% | -0.1%
O=Cc1cn(-c2ccc(F)cc2)c2ccccc12 | i | 1% | 10% | 21% | 0.1 | 56 | -10% | -6% | 10% | 1.1%
Cc1ccc(C(=O)CC2(O)C(=O)N(C)c3ccc(Br)cc32)c(C)c1 (stereo not drawn) | i | -16% | 13% | 0% | -2.2 | 70 | -4% | 1% | 4% | -0.3%
O=C(NCCCN1CCCC1=O)Nc1ccc(F)c(Cl)c1 | i | 19% | 1% | -2% | 0.6 | 88 | -6% | 3% | 7% | -0.1%
COc1ccc(/C=C(\NC(=O)c2ccccc2)C(=O)NNC(=O)CCN2CCOCC2)cc1 | i | -4% | 29% | -4% | -0.8 | 34 | -2% | -14% | 6% | -0.3%
COc1ccc(C(=O)N2CCCCC2)cc1S(=O)(=O)Nc1cccc(C(=O)O)c1 | i | 6% | -1% | 6% | 1.2 | 43 | -1% | 11% | 7% | -0.4%
CCCCCCn1nc(C(=O)N(CC(C)C)c2c(N)n(CCCC)c(=O)[nH]c2=O)c2ccccc2c1=O | x | 1% | -6% | -9% | 1.8 | 58 | 0% | 10% | 5% | 0.3%
N#Cc1c(N)nc(N2CCCC2)c(C#N)c1-c1ccc(Cl)cc1 | i | 1% | 8% | 4% | 4.4 | 45 | -3% | 7% | 6% | -0.4%
O=C(Nc1ccnc(-c2cccnc2)n1)c1cccs1 | i | -9% | 10% | 9% | 2.2 | 32 | -9% | -2% | 10% | -0.3%
Cc1nnc2c3ccccc3c(Cl)nn12 | i | -6% | 0% | 4% | 0.4 | 40 | -3% | -7% | 7% | -0.2%
CN(C)S(=O)(=O)N(Cc1ccc(Br)cc1)c1ccccc1 | i | 6% | -6% | -1% | 3.1 | 68 | -8% | -4% | 0% | 0.2%
O=C(c1ccc(Cl)c([N+](=O)[O-])c1)N(Cc1ccc(F)cc1)C1CCS(=O)(=O)C1 (stereo not drawn) | i | 5% | 12% | 8% | 4.8 | 56 | -4% | -3% | -4% | -0.1%
Cc1nc(-c2nnc(SCC(=O)Nc3ccc(C(F)(F)F)cc3)n2C)cs1 | i | -1% | -3% | 6% | -0.4 | 44 | 3% | 4% | -13% | 0.3%
CCOC(=O)C1CCN(Cc2ccc(OCc3ccccc3)cc2)CC1 | x | -8% | -13% | 10% | 1.8 | 70 | -3% | 11% | 18% | 0.8%
CC1CCN(S(=O)(=O)c2ccc3[nH]c(=O)ccc3c2)CC1 | x | 3% | -7% | x | 2.2 | 44 | -7% | 4% | 6% | -0.3%
CCOC(=O)C1CCN(c2c(Nc3ccc4c(c3)OCCO4)c(=O)c2=O)CC1 | i | -18% | 6% | 4% | -0.3 | 89 | -1% | -4% | 4% | -0.1%
COc1ccc(/C=C2\CN(Cc3ccccc3)C/C(=C\c3ccc(OC)cc3)C2=O)cc1 | i | 7% | 3% | 14% | x | x | 0% | -6% | -4% | 15%
CNC(=S)N(Cc1ccc(OC)cc1)Cc1cc2cc(C)ccc2[nH]c1=O | i | -10% | -3% | 2% | 1.5 | 58 | x | 33% | x | -0.1%
O=C(O)c1nn(CCOc2ccc(Br)cc2)c(=O)c2ccccc12 | x | -2% | -6% | 4% | 7.7 | 38 | -7% | -5% | 3% | 0.3%
Cc1ccnc(NC(=O)c2cccs2)c1 | i | 15% | -3% | 6% | 0.3 | 42 | -10% | 3% | 8% | 0.3%
COc1ccc(OC)c(C(C)NC(=O)Nc2cccc(C(C)=O)c2)c1 (stereo not drawn) | i | -7% | 8% | 15% | 0.1 | 29 | -10% | -2% | -3% | 0.2%
O=C(Nc1ccc(Cl)cn1)c1ccc(Oc2ccccc2)cc1 | x | 9% | 1% | 3% | 2.3 | 63 | x | 6% | 20% | 0.3%
Cc1ccccc1OCc1nnc(SCC(=O)Nc2ccc(N3CCOCC3)c(Cl)c2)n1C | i | -4% | 2% | 25% | 2.8 | 69 | 3% | 5% | 4% | -0.1% | Dengue-2 NS5 capping pilot replicate=1.2
CCOc1cc2c(cc1OC)C(NC(=O)C(F)(F)F)CC2=O (stereo not drawn) | i | 0% | 3% | 3% | -0.8 | 84 | -7% | -4% | 0% | -0.3%
CS(=O)(=O)N(CC(=O)N1CCc2ccccc2C1)c1cccc([N+](=O)[O-])c1 | x | 26% | 0% | 9% | 0.3 | 68 | 1% | -1% | 6% | 0.0%
CC(=O)c1cccc(NC(=O)CSc2nnc(C(C)N(C)C)n2Cc2ccccc2)c1 (stereo not drawn) | x | 24% | -9% | 10% | 5.6 | 47 | -3% | 3% | 7% | 0.2%
